# Bioassay records: PubChem BioAssay, National Center for Advancing Translational Sciences (NCATS)
# KDM5B inh = KDM5B demethylase inhibition | KDM5B demethylase, FDH-coupled NADH fluorescence (FDH is formaldehyde dehydrogenase) | Potency, µM (series often up to 57.7 µM), without a hit: at the top dose activity change, negative = inhibition, hits mostly inhibitors | Q9UGL1 | hit rate 2.6% among 220,000; active means well fitted inhibition curve with a large enough effect; inconclusive means small, poorly fitted or top-dose-only effect; inactive means no such curve, though single readings can be large or run the other way; further: 0% is about no effect; nearly all actives have a fitted effect of over 70% in size
#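 KDM5BΔAP (200 nM final) in 50 mM HEPES pH 7.5, 0.01% Tween-20 was preincubated 10 min at RT with compound over a concentration range. Substrate mix (H3K4me3 12.5 µM, α-KG 25 µM, Fe²⁺, ascorbate, NAD⁺, FDH) was added, and NADH fluorescence change over 30 min gave dose-response curves.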
# Numbers without * were called inactive; u = inconclusive; & = joins results of further samples; [ ] = remark or other dose. Potency means the concentration at half of the fitted maximal effect. A portion of the library; count on the stated rates, not on these rows.
SMILES,KDM5B inh
COc1ccc(C(=O)Nc2cccc(/C=C(/C#N)C(=O)NC3CC3)c2)cc1,u
O=C(NC(Cc1ccccc1)C(=O)N1CCN(c2ncccn2)CC1)c1ccccc1 (configuration not stated),-12.4%
CCN(CC)CCNC(=O)CN1C(=O)c2cccnc2Oc2ccc(C)cc21,-13.8%
Cc1ccc(CNC(=O)CCNS(=O)(=O)c2c(C)[nH]c(C)c2C(=O)N2CCCC2)cc1,2.4%
Cc1cc(S(=O)(=O)Nc2ccc3[nH]c(=O)sc3c2)ccc1F,-10.1%
CCOC(=O)CCc1c(C)c2ccc(OCC(=O)C(C)(C)C)c(C)c2oc1=O,u
COc1ccc(-n2nc3n(c2=O)CCN(Cc2ccccc2)C3)cc1,1.0%[149 µM]
O=C(c1cccnc1)N1CCC(Oc2ccccc2)C1 (configuration not stated),16.1%
COCCOc1ccc2c(n1)CCN(C(=O)c1nn(C)c3ccccc13)C2,u
CCCn1c2ccccc2c2cnn(CC(=O)N3CCC(C)CC3)c(=O)c21,u
CCOC(=O)NC(C(Cl)(Cl)Cl)S(=O)(=O)c1ccccc1 (configuration not stated),u
Cc1ccc(CNC(=O)CSc2nnc3ccc(-c4ccc5c(c4)OCO5)nn23)cc1,3.1%
O=C1CN(C(=O)c2csc3nc(-c4ccc(C(F)(F)F)cc4)cn23)CCCN1,-45.7%
N#Cc1cccc(-c2cn3c(n2)N(C(=O)c2ccccc2)CCC3)c1,20µM*
Cc1ccc(-c2noc(COC(=O)Cc3n[nH]c(=O)c4ccccc34)n2)cc1F,-8.7%
COC(=O)c1ccc(NS(=O)(=O)c2c(C)nc3sccn3c2=O)cc1,-1.5%
Cc1oc(-c2ccccc2)nc1CSc1nc2ccncc2[nH]1,-3.1%
Cn1c(NCc2ccco2)nc2c1c(=O)n(Cc1ccc(Br)cc1)c(=O)n2C,-16.4%
CCCc1ccc2oc(C(=O)N(CC)Cc3ccncc3)c(C)c2c1,34.0%[activator]
CCC(CC)C(=O)Nc1cccc(-c2cn3cccnc3n2)c1,u

# Taken from above:
# Reading for COC(=O)c1ccc(NS(=O)(=O)c2c(C)nc3sccn3c2=O)cc1 in KDM5B inh: -1.5%
# Reading for Cc1ccc(CNC(=O)CCNS(=O)(=O)c2c(C)[nH]c(C)c2C(=O)N2CCCC2)cc1 in KDM5B inh: 2.4%

# Remaining list, next part.
SMILES,KDM5B inh
O=C(Nc1cccc(-c2nnnn2C2CC2)c1)C1CCCC1,-4.7%
Cc1nc2ccc(C(=O)NC(C3CC3)C3CC3)cc2nc1C,10.0%
CC(C)(Oc1ccc(Cl)cc1)C(=O)Nc1nnc2n1CCS2,u
COc1ccc([C@H]2C[C@@H](O)[C@@H](O)[C@@H]2NS(=O)(=O)c2ccc(C(F)(F)F)cc2)cc1,12.6%[86.2 µM]
Oc1ccc(Oc2ccc3nnc(-c4ccccc4Cl)n3n2)cc1,-13.8%
O=C(COC(=O)c1ccc2c(c1)-c1ccccc1C2=O)c1cccc([N+](=O)[O-])c1,-16.7%
Cc1noc(C)c1C(=O)N[C@H]1CN(CCS(C)(=O)=O)C[C@@H]1C1CC1,-20.5%
COc1ccc(C)cc1NC(=O)NC(C(=O)N1CCc2ccccc21)C(C)C (configuration not stated),-1.0%
O=C(c1cc(Cl)ccc1F)N1CCN(Cc2nnnn2C2CC2)CC1,-5.5%
COc1ccc(NC(=O)CN(c2ccc(C)cc2)S(=O)(=O)c2cccc3nonc23)cc1OC,-17.5%
COCCOC1CCOC2(CCN(C(=O)NCc3ccc(OC)cc3)CC2)C1 (configuration not stated),-12.3%
CNC(=O)C(C)(C)N1CCC[C@H]1C(=O)NCc1ccc(F)cc1,16.2%[86.2 µM]
Fc1cccc(Oc2ccc(CNc3ncccn3)cn2)c1,-15.7%
CC(=O)N1CC2(Cc3ccccc31)CN(C(=O)c1ccc(Cl)nc1)C2,u
COC(=O)c1ccccc1NC(=O)Cn1ccn2nc3c(c2c1=O)CCCC3,-11.4%
Cc1onc(-c2ccccc2)c1C(=O)NC(C)c1ccccc1 (configuration not stated),-15.3%
Cc1cc(=O)[nH]c2nnc(SCc3c(F)cccc3Cl)n12,-15.7%
O=C(N/N=C/c1ccccc1Br)c1cccs1,4.2%
C/C(=C\c1ccccc1)CN1CCCC12Cc1ccccc1CNC2=O (configuration not stated),-14.6%[115 µM]
COc1ccc(-c2nc(C(C)C)nc3c2CN(C(=O)c2ccc(C(F)(F)F)cc2)CC3)cc1,-30.9%
COc1ccc(CNC(=O)C(C)n2nc(C)c3c(C)n(-c4ccccc4)nc3c2=O)c(OC)c1 (configuration not stated),-0.6%
COc1ccc(C(=O)CSc2nnc(CNC(=O)c3ccccc3)o2)cc1,11.7%
COc1ccc(CC(=O)N2CCC(Cc3nc(-c4ccc(OC)cc4)no3)CC2)cc1,2.0%
Cc1ccccc1-c1nnc(SCc2cn3cccc(C)c3n2)o1,9.5%
CCOc1ccc(-n2ccnc2SCC(=O)Nc2ccc(OC)cc2OC)cc1,-3.3%
O=C(c1ccccn1)N1CCC(Oc2cccnc2)C1 (configuration not stated),21.0%
CCCC(=O)N1CCN(C2CCN(CCOC)C2=O)CC1 (configuration not stated),-4.2%
C=CCNc1nc2c(c(=O)[nH]c(=O)n2C)n1CCCC,8.3%
COc1ccc(NC(=O)CCc2c(OC)nc3c(c(C)nn3-c3ccccc3)c2C)cc1,11.4%
C=CC[n+]1c(/C=C/c2ccc(OC(C)=O)c(OC)c2)ccc2ccccc21,-23.0%
CC(=O)N1c2ccc(S(=O)(=O)Nc3ccc(C)c(Cl)c3)cc2CC1C (configuration not stated),u
COc1cccc(CN2CCC3(CC2)CC(c2cccnc2)=NO3)c1,-21.2%
CN(CC1(C)CCOCC1)C(=O)c1nccc2ccccc12,15.7%
CC(NC(=O)Cc1cccn1-c1ccc(Cl)cc1)c1ccccn1 (configuration not stated),-15.9%
COC(=O)CSc1nc2ccccc2c(=O)n1-c1cc(OC)ccc1OC,16.0%
COCC(=O)N[C@@H]1CN(Cc2ccc(C#N)cc2)C[C@H]1CO,-4.6%
Cc1c(CNC2CCCCC2)c(C(=O)O)c(C)n1Cc1ccc(Cl)cc1,-24.2%
C=CCNC(=O)c1ccc(N2CC3CC(C2)[C@H]2CCCC(=O)N2C3)nc1 (some centres not stated),25.1µM*
Clc1cnccc1CN1CC(CNc2ccccc2)C2(C1)CN(c1ccccc1)C2 (configuration not stated),-5.0%[86.2 µM]
Cc1cc(C)cc(N(CC(=O)Nc2ccc(C)cc2Cl)S(=O)(=O)c2c(C)[nH]c(=O)[nH]c2=O)c1,-12.9%
CCc1ccc(NC(=O)N2CCCC(Cn3cnc4cccnc43)C2)cc1 (configuration not stated),-6.5%
COc1ccccc1C(=O)N1CCCN(Cc2ccc3c(c2)OCO3)c2ccccc21,u
COc1ccc(C)cc1NC(=O)N1CCC2(CCNC(=O)CC2)CC1,17.4%
COc1cc(OC)cc(C(=O)Nc2ccc3oc(-c4ccccc4F)cc(=O)c3c2)c1,-8.6%
O=C(Nc1ccccc1C(F)(F)F)C1CCN(S(=O)(=O)c2ccccc2)CC1,0.6%
O=C(COc1ccccc1)OCc1cc(=O)n2nc(-c3cccs3)sc2n1,-28.3%
C/C=C/C=C/C(=O)Nc1c(C)cccc1C(C)C,5.3%
CC(C)Cc1nc2nccc(-c3ccsc3)n2n1,28.2µM*
COC(=O)c1c(C)[nH]c(C(=O)CSc2nncn2C)c1C,11.2%
O=[S+]1([O-])NC2(CCN(Cc3ccncc3)CC2)CNc2ccccc21,-4.9%
CC(C(=O)N1CCc2ccccc2C1)N1C(=O)c2ccccc2C1=O (configuration not stated),28.5%
CCC1=C(C(=O)OC)C(c2ccccc2Cl)N2C(CC(=O)N(C)Cc3ccccc3)=CSC2=N1 (configuration not stated),-24.1%
Cc1ccc(C)c(NS(=O)(=O)c2ccc3c4c(cccc24)C(=O)N3)c1,u
C/C=C(\C)C(=O)OC1Cc2c(ccc3ccc(=O)oc23)OC1(C)C (configuration not stated),u
CCOC(=O)CSC(C)C(=O)NCC1CCCCC1 (configuration not stated),6.8%
CCn1c(C)c(C)c2cc(C(=O)NCc3ccc(F)cc3)ccc21,u
COc1ccc2c(c1)O/C(=C\c1ccc(OS(C)(=O)=O)c(OC)c1)C2=O,1.3%
CCc1ccc(Oc2c(C(F)(F)F)oc3c(CN4CCN(CC)CC4)c(O)ccc3c2=O)cc1,-24.3%
O=C(Nc1ccc(OC(F)(F)F)cc1)c1ccc2c(c1)no[n+]2[O-],5.7%
COCCc1nncn1C1CCN(S(=O)(=O)c2ccc(C(F)(F)F)cc2)CC1,-7.2%

# (more compounds)
SMILES,KDM5B inh
O=C(Nc1ccc(F)cc1)c1nc(S(=O)(=O)Cc2ccc(F)cc2)ncc1Cl,u
O=C(c1cccc(Br)c1)N1CCN(C2=NS(=O)(=O)c3ccccc32)CC1,13.0%
Cc1cccc(C2CCCN(C(=O)c3cn(CCc4ccccc4)nn3)C2)c1 (configuration not stated),-5.1%
COc1ccc(C(=O)N2CCC3(CC2)COc2ccccc2CN3)cc1,-6.3%
O=[N+]([O-])c1cccc(N/N=C/c2ccc3ncccc3c2)c1,-4.8%
O=Cc1c(-c2cc(Cl)c(Cl)cc2Cl)[nH]c2ccccc12,-15.8%
CC(=O)Nc1c(C(N)=O)oc2ccc(Cl)cc12,-18.7%
O=C(c1cc2cc([N+](=O)[O-])ccc2oc1=O)N1CCCCC1,5.2%
O=C1COc2ccc(-c3csc(Nc4ccccc4C(F)(F)F)n3)cc2N1,-15.2%
COc1ccc(-c2cc(C(=O)NCC3CC3)c3c(C4CCNC4)noc3n2)cc1 (configuration not stated),79.4µM*
CCOC(=O)N1CCC(N(C)CC2CCN(CCc3ccc(F)cc3)CC2)CC1,-26.0%
COc1ccc(-c2nsc(NC(=O)c3ccccc3Br)n2)cc1,-28.6%
Cn1c(SCC(=O)N2CCCc3ccccc32)ncc(C(=O)Nc2ccccc2)c1=O,3.5%
Cc1noc(-c2cccs2)c1C(=O)NC(C)c1ccccc1 (configuration not stated),25.1µM*
Cc1nc(Nc2ccc(NC(=O)c3cccs3)cc2)cc(N2CCOCC2)n1,-0.3%
NC(=O)c1ccc(NC(=O)CCc2ncc(-c3c(F)cccc3F)o2)cc1,7.7%
Cc1cc(C)c(S(=O)(=O)Nc2cccc(-c3cn4ccc(C)cc4n3)c2)c(C)c1,u
COC(=O)c1cc(S(=O)(=O)N(C)CC(=O)Nc2ccc(Br)c(C)c2)cn1C,-3.6%
O=C(c1cccnc1)N1CCN(Cc2c[nH]c3ccccc23)CC1,-44.6%
O=C(OCCOc1cccc(Cl)c1)C1CCN(S(=O)(=O)c2ccccc2)CC1,-6.8%
Cn1cccc1C(=O)N[C@H]1C[C@@H](C(=O)O)N(C(=O)CCCC(=O)N2C[C@@H](NC(=O)c3cccs3)C[C@H]2C(=O)O)C1,-10.5%
COc1ccc(C(=O)CN2C(=O)N(c3cc(C)cc(C)c3)S(=O)(=O)c3ccccc32)cc1,-10.5%
COc1ccc(C(=O)c2ccccc2)c(OC)c1,18.1%
O=C(Cc1ccc(F)cc1)NC1CCN(c2nc3ncccc3o2)CC1,28.2µM*
Cc1ccc(C)c(Nc2cc(C(=O)NC3CCCC3)c3ccccc3n2)c1,-14.7%
O=C(Nc1cccc(F)c1)c1cc2n(n1)CC(c1ccc(Br)cc1)OC2 (configuration not stated),25.1µM*
O=S(=O)(N[C@H]1[C@H](O)[C@H](O)C[C@@H]1c1ccc(C(F)(F)F)nc1)c1ccc(Cl)cc1,31.5%[activator]
Cc1ccc(OCC(=O)OC2=C(C(=O)c3ccccc3)N(C)S(=O)(=O)c3ccccc32)cc1,u
Cc1nnc(N2CCN(c3cccc(Cl)c3)CC2)c2c1nnn2Cc1ccc(F)cc1,5.4%&-2.3%
CCCC(C)NC(=O)c1cccs1 (configuration not stated),14.9%
O=C1CC2CCN(C(=O)c3cccc(Cl)c3)CC2CCN1 (configuration not stated),19.2%[149 µM]
CCc1cccc(CC)c1NC(=O)CCc1ncc(-c2ccccc2)o1,15.3%
O=C(NC1CCCCC1)N[C@H]1CO[C@H]2[C@@H]1OC[C@@H]2n1cc(-c2ccccc2)nn1,18.0%[86.2 µM]
CC(=O)NCc1ccc(-c2nc(-c3cccc(C)c3)sc2C)s1,u
Cc1ccc2c(C(=O)N3CCN(C(C)C)CC3)cc(NC(=O)C(C)C)cc2n1,25.1µM*
O=C(Cn1nc2c(cc1=O)CCCCC2)Nc1ccc(Br)cc1,-7.2%
CCOC(=O)N1CCC(NC(=O)c2ccc(OC3CCN(C(=O)C4CC4)CC3)cc2)CC1,14.4%
Cc1oc2ccc(O)c(CN3CCCCCC3)c2c1C(=O)Nc1cccc(C(F)(F)F)c1,u
Cc1nnc([C@@H]2CC(F)(F)CN2C(=O)c2c(C)noc2C)o1,-4.0%

# Reformatted: results already given.
canonical_smiles: COc1ccc(C(=O)c2ccccc2)c(OC)c1
  KDM5B inh: 18.1%
canonical_smiles: O=C(Cc1ccc(F)cc1)NC1CCN(c2nc3ncccc3o2)CC1
  KDM5B inh: 28.2µM*
canonical_smiles: Cc1ccc(C)c(Nc2cc(C(=O)NC3CCCC3)c3ccccc3n2)c1
  KDM5B inh: -14.7%
canonical_smiles: O=C(Nc1cccc(F)c1)c1cc2n(n1)CC(c1ccc(Br)cc1)OC2 (configuration not stated)
  KDM5B inh: 25.1µM*

# Filtered by structure, the entries above containing two or more sulfur atoms
SMILES,KDM5B inh
Cc1cc(S(=O)(=O)Nc2ccc3[nH]c(=O)sc3c2)ccc1F,-10.1%
COC(=O)c1ccc(NS(=O)(=O)c2c(C)nc3sccn3c2=O)cc1,-1.5%
O=C(COc1ccccc1)OCc1cc(=O)n2nc(-c3cccs3)sc2n1,-28.3%
CC(=O)NCc1ccc(-c2nc(-c3cccc(C)c3)sc2C)s1,u
